Screens deposited in PubChem BioAssay by The Scripps Research Institute Molecular Screening Center.
SRC3 TRFRET art – TR-FRET detection interference compounds, artefact control for PPARgamma SRC-3 recruitment agonists, biochemical, TR-FRET ratio | AID 1048, 2008 | TR-FRET artefact counter-screen, PPARgamma/SRC-3 format; active compounds read high | 99,000 compounds, 0.39% hits | TR-FRET ratio at 8 µM; in the data active = TR-FRET ratio above about 2000; note: inactives centre near 1600
SRC1 TRFRET art – TR-FRET detection interference compounds, primary screen, artefact control for PPARgamma SRC-1 recruitment agonists, biochemical, TR-FRET emission ratio. TR-FRET detection artefact counter-screen; active compounds read high. TR-FRET ratio at 8 µM. 99,000 compounds, 0.34% hits; in the data active = TR-FRET ratio above about 2300; note: inactives centre near 1800
* hit, by the source's call. Some of the compounds tested; count on the stated rates, not on these rows.

Every second line gives: SRC3 TRFRET art	SRC1 TRFRET art
O=C(NCCN1CCOCC1)c1c[nH]c2ccc(S(=O)(=O)N3CCOCC3)cc2c1=O
  1696	1857
O=C(CCNS(=O)(=O)c1ccc(Br)cc1)NC1CCCCC1
  1646	1762
Cc1cccc(OCc2nnc(SC(C)C(=O)O)n2Cc2ccccc2)c1 (centres undefined)
  1561	1591
CC(C)(c1ccccc1)c1ccc(OCCCN2CCNCC2)cc1
  1474	1570
CCc1ccc(NC(=O)CS(=O)CC(=O)NC(C)CCc2ccco2)cc1 (centres undefined)
  1302	1702
CCOC(=O)CNC(=S)N(Cc1ccc(C)cc1)Cc1ccc(C)o1
  1428	1662
CCCn1c(=O)n(C)c(=O)c2c(SCC(=O)NC34CC5CC(CC(C5)C3)C4)nc(CC(C)C)nc21
  1548	1681
COc1ccc(-c2cc3nc(-c4ccccc4)cc(N4CCCC(O)C4)n3n2)cc1 (centres undefined)
  1532	1885
C/C(=C/CCC(C)[C@H]1CC[C@@]2(C)C3=C(CC[C@]12C)[C@@]1(C)CCC(=O)C(C)(C)[C@@H]1CC3)C(=O)O (some centres undefined)
  1698	1616
O=C(CC1SC(=Nc2ccccc2)N(CCc2c[nH]c3ccccc23)C1=O)Nc1ccccc1F (centres undefined)
  1726	1618
CC(C)CCNC(=O)C(CC(C)C)N(Cc1ccc2c(c1)OCO2)C(=O)c1snc(C(N)=O)c1N (centres undefined)
  1436	1600
CC(C)(C)C1CCc2sc(-c3nnc(CCl)o3)cc2C1 (centres undefined)
  1762	1928
CCOC(=O)c1c(C)nc2sccn12
  1590	1392
Cc1ccccc1CC(=O)N1CCCC(CCC(=O)N2CCN(c3ccccn3)CC2)C1 (centres undefined)
  1773	1606
Cc1ccc2nc(C)cc(N/N=C/c3cccnc3)c2c1
  1586	1754
CCCCC[C@H](O)/C=C/[C@@H]1[C@@H](C/C=C\CCCC(=O)O)[C@@H](O)C[C@H]1O
  1699	1760
COc1cc(OC)c(C(=O)OCC(=O)c2cc(C)n(CC3CCCO3)c2C)cc1OC (centres undefined)
  1630	1589
O=C(CNc1ccccc1)N/N=C/c1ccc([N+](=O)[O-])cc1
  1328	1870
CCOc1ccc(-c2cc(C(=O)N3CCN(C)CC3)c3ccccc3n2)cc1
  1612	1670
COc1ccc(C(=O)Cc2ccccc2)cc1OC
  1655	1895
O=C1CCCN2N=C(SCC(=O)N3N=C(c4ccc(Br)cc4)CC3c3ccc(F)cc3)SC2=N1 (centres undefined)
  2326*	2131
CCn1c(CNc2ccc(Cl)cc2)nnc1SCC#N
  1663	1912
Cc1ccc(NC(=S)c2nc3ccccc3[nH]2)c(C)c1
  1514	1639
CC(C)CNC(=O)COC(=O)c1c2c(nc3ccccc13)/C(=C/c1cccs1)CC2
  1766	1887
COc1ccc(/C=N/NC(=O)c2cccnc2)cc1CSc1nc2ccccc2s1
  1594	1646
CC(O)CNCCCOc1cccc(C(F)(F)F)c1 (centres undefined)
  1480	1783
Cc1nn(C)cc1/C=N/NC(=O)Cn1nccc1C
  1426	1757
COc1ccc(-c2cc(C(=O)OCC(=O)c3cccc([N+](=O)[O-])c3)c3cc(C)ccc3n2)cc1
  1631	1863
COc1ccc(OC)c(/C=N/NC(=O)CSc2cc(C)nc3c(OC)cccc23)c1
  1560	1959
C#CCNC(=O)C1=C[C@@H](c2coc3ccccc3c2=O)C[C@@H](OCc2ccc(CO)cc2)O1
  1498	1610
CN1CCN(c2cc(N3CCc4ccccc4C3)c(F)cc2[N+](=O)[O-])CC1
  1444	1590
COc1ccc(C2Nc3ccccc3C(=O)N2c2ccccc2)cc1Cn1cc([N+](=O)[O-])cn1 (centres undefined)
  1671	1985
O=C(CSc1nnc(CN2CCCCC2)n1-c1ccccc1)c1ccc2c(c1)OCO2
  1853	1645
O=c1[nH]c2cc3c(cc2cc1CN(Cc1ccco1)C(=S)NCC1CCCO1)OCCO3 (centres undefined)
  1351	1743
C=CCOc1c(Br)cc(/C=N/NC(N)=O)cc1OC
  1527	1807
NC(=O)c1ccc(NC(=O)COC(=O)C2(c3cccc(F)c3)CCCC2)cc1
  1565	1614
CC1CC(C)CN(S(=O)(=O)c2ccc(C(=O)NCc3ccco3)cc2)C1 (centres undefined)
  1624	1632
CCOC(=O)c1c(-c2ccc(C)cc2C)csc1NC(=O)CSc1nnnn1C
  1430	1833
COc1ccc(NC(=O)CSc2ncnc3c2nnn3-c2ccc(F)cc2)c(OC)c1
  1378	1695
O=C(/C(=N/N=C/c1ccc(O)c(O)c1)c1ccccc1)c1ccccc1
  1710	1816
CC1C/C(=N\NC(=O)c2cccnc2)CC(C)(C)C1 (centres undefined)
  1627	1636
O=C(NNC(=O)c1cccc(S(=O)(=O)N2CCc3ccccc32)c1)c1ccccc1
  1484	1931
O=C(Cc1cccs1)N(c1ccc(Br)cc1)C1C=CS(=O)(=O)C1 (centres undefined)
  1563	1798
CCOC(=O)C1(CCCc2ccccc2)CCN(C(=O)Cc2nonc2C)CC1
  1609	1658
Cc1cccc(NC(=S)NNC(=O)c2csc(C)c2)c1
  1294	1626

5 entries from above, sorted by count of non-hydrogen atoms, low to high.
Every second line gives: SRC3 TRFRET art	SRC1 TRFRET art
CC1C/C(=N\NC(=O)c2cccnc2)CC(C)(C)C1 (centres undefined)
  1627	1636
O=C(Cc1cccs1)N(c1ccc(Br)cc1)C1C=CS(=O)(=O)C1 (centres undefined)
  1563	1798
NC(=O)c1ccc(NC(=O)COC(=O)C2(c3cccc(F)c3)CCCC2)cc1
  1565	1614
CCOC(=O)C1(CCCc2ccccc2)CCN(C(=O)Cc2nonc2C)CC1
  1609	1658
COc1ccc(C2Nc3ccccc3C(=O)N2c2ccccc2)cc1Cn1cc([N+](=O)[O-])cn1 (centres undefined)
  1671	1985

Whole records, quoted from the list.
O=C(/C(=N/N=C/c1ccc(O)c(O)c1)c1ccccc1)c1ccccc1 reads SRC3 TRFRET art = 1710; SRC1 TRFRET art = 1816
CC1CC(C)CN(S(=O)(=O)c2ccc(C(=O)NCc3ccco3)cc2)C1 (centres undefined) reads SRC3 TRFRET art = 1624; SRC1 TRFRET art = 1632

Additional structures:
Every second line gives: SRC3 TRFRET art	SRC1 TRFRET art
Cn1cccc1/C=C1\CCc2ccccc2C1=O
  1477	2018
Cc1ccc(S(=O)(=O)Nc2cc(C)nn2-c2ccccc2)cc1
  1666	2167
COC(=O)c1ccc(NC(=O)Nc2ccc(OC)c(OC)c2)cc1
  1404	1511
CCc1nnc(NC(=O)c2ccc(N(C)S(=O)(=O)c3ccccc3)cc2)s1
  1839	1568
CC1=C(C(=O)NCCN2CCOCC2)C2(CCC(C)CC2)OC1=O (centres undefined)
  1441	1704
CCN(Cc1ccccc1)Cc1nc(CCc2ccccc2)no1
  1486	1822
CCCCn1c(N)c(N(CC)C(=O)c2cccc(OC)c2)c(=O)[nH]c1=O
  1607	1562
O=C(O)c1ccc(/C=N/Nc2ccc(F)cc2F)cc1
  1441	1993
Cn1cc([N+](=O)[O-])c(C(=O)Nc2ccc3nc(-c4ccccc4)[nH]c3c2)n1
  1520	1660
O=C1c2cccc3cccc(c23)C(=O)N1CCCCCc1n[nH]c(=S)o1
  1409	1741
COc1ccc(CCNC(=O)Cn2cnc3scc(-c4ccccc4)c3c2=O)cc1OC
  1422	1428
O=C(NCc1ccncc1)Nc1ccc2c(c1)OCO2
  1653	1717
O=C(c1cc(-c2cccnc2)nc2ccccc12)N1CCCc2ccccc21
  1364	1766
O=C(NN=C1CCCCCCCCCCC1)c1cccnc1
  1726	1700
CCOC(=O)c1nc(-c2ccc(OC)c(OC)c2)no1
  1475	1633
CC(NS(=O)(=O)c1ccc2c(c1)OCCCO2)C(=O)O (centres undefined)
  1801	1952
O=C1COc2ccc(C(=O)COC(=O)CNC(=O)C3CCCCC3)cc2N1
  1608	1846
O=C(CN1C(=O)CSc2ccc(S(=O)(=O)N3CCOCC3)cc21)NCc1cccnc1
  1677	1991
CCCC(=O)Nc1ccc(Cc2ccc(NC(=O)CCC)c(C(=O)O)c2)cc1C(=O)O
  1949	1975
Cc1[nH]c2ccccc2c1C(c1ccccn1)N1CCCC1 (centres undefined)
  1445	1819
O=C(Nc1nncs1)c1cccc(S(=O)(=O)N2CCc3ccccc32)c1
  1756	1719
O=C(CCNS(=O)(=O)c1cccc2nsnc12)NCc1ccco1
  1630	1684
Cc1nn(C)c(Cl)c1C(=O)NCC(=O)O
  1365	1681
S=C(NC1CCCCC1)NC1CC2CCC(C1)N2Cc1ccccc1 (centres undefined)
  1633	1787
CS(=O)(=O)N1CCC(Oc2ccccc2C(=O)N2CCCCC2CO)CC1 (centres undefined)
  1683	1869
COc1cc(NC(=O)CN2CCCCC2C)c(C)cc1[N+](=O)[O-] (centres undefined)
  1622	1677
COc1ccc(C(=O)OCC(=O)c2cc(OC)ccc2OC)c(OC)c1
  1565	1637
COc1ccc([N+](=O)[O-])cc1/C=N/NC(=O)Cc1ccccc1
  1675	1735
COc1ccccc1N1CCN(c2ccc(-c3ccccc3)nn2)CC1
  1468	1933
O=C(CN1C(=O)COc2ccccc21)c1cccc(Cl)c1
  1634	1648
CCOCCCN1CC(C(=O)NCc2ccc3c(c2)OCO3)CC1=O (centres undefined)
  1677	1753
C/C(=N\NC(=O)c1cc(C)oc1C)c1ccc2c(c1)OCO2
  1547	1785
COc1cc(NC2=Nc3cccc4cccc2c34)cc(OC)c1OC
  1661	1786
O=C(CCC1CCCN(C(=O)C2=CCCC2)C1)N1CCN(c2ccccn2)CC1 (centres undefined)
  1508	1944
CC(Nc1ccc2c(c1)OCCO2)C(=O)Nc1ccc2c(c1)OCO2 (centres undefined)
  1518	1699
CC1CCCC(C)N1C(=O)Cn1cnc2cc([N+](=O)[O-])ccc2c1=O (centres undefined)
  1818	1787
CC1Oc2ccccc2OC1(O)c1ccc2ccccc2n1 (centres undefined)
  1652	1534
COCc1cc(C)n(CC(=O)N/N=C/c2ccc(-c3ccc(Cl)c(C(=O)O)c3)o2)c(=O)c1C#N
  1725	1892
CC1=NN(c2ccccc2)C(=O)/C1=C/c1c(O)n(-c2ccc(F)cc2)[nH]c1=O
  1633	1738
CC1CCc2nc(NC(=O)Nc3ccc4c(c3)OCO4)sc2C1 (centres undefined)
  1544	2026
Cc1ccc(C)c(CN2C(=O)COc3ccc(C(=O)c4ccccc4C(=O)O)cc32)c1
  1549	1794
CCOc1ccc(N2C(=O)CC(Sc3n[nH]c(-c4ccccc4)n3)C2=O)cc1 (centres undefined)
  1631	1629
COc1ccc(-c2ccc(-c3nnc(-c4ccncc4)o3)cc2)cc1
  1876	1620
CCCCC(=O)NC(=S)Nc1ccc(NC(=O)C(C)C)c(OC)c1
  1503	1594
Cc1ccccc1S(=O)(=O)Cc1ccc(C(=O)NCc2ccc(F)cc2)o1
  1818	1885
CC1CCCN(CCOCCOc2ccccc2-c2ccccc2)C1 (centres undefined)
  1571	1770
COc1ccc2c(c1)sc(N)[n+]2Cc1cc(C)cc2cccnc12
  1599	2132
CCCN(C(=O)CSc1nnnn1C)c1c(N)n(Cc2ccccc2)c(=O)[nH]c1=O
  1433	1384
CC(C)CNC(=O)CC(=O)NN=C1CCCC1
  1638	1921
Cc1ccc(Nc2cc(C)nc3nc(C)nn23)cc1
  1606	2067
Cn1c(O)c(N=NC(=S)Nc2ccccc2F)c2cc(S(=O)(=O)N3CCOCC3)ccc21
  1682	1894
Cn1cc(CNC(=O)/C=C/c2ccc(Cl)cc2)cn1
  1516	1782
O=C(CCC(=O)N1CCN(S(=O)(=O)c2ccc(Cl)cc2)CC1)Nc1ccc(Cl)cc1Cl
  1735	1804
Cc1ccc(NC(=O)CCNS(=O)(=O)c2cccc3nsnc23)cc1
  1544	1818
Cc1cccnc1NC(=S)NC(=O)/C=C/c1ccccc1
  1767	1762
O=C(N/C(=C/c1ccccc1Cl)C(=O)N1CCCC1)c1ccccc1
  1482	1688
Cc1cc2nc(SCCN3CCCC3)[nH]c2cc1C
  1385	1877
CCOC(=O)c1c(C)[nH]c(C)c1C(=O)COC(=O)/C=C/c1cccc(C(F)(F)F)c1
  1539	1937
CSC1=NCCN1S(=O)(=O)c1ccc(C)cc1
  1436	1740
CCOC(=O)NN1C(=O)c2ccccc2NC1(C)C
  1288	1528

(list continues)
Every second line gives: SRC3 TRFRET art	SRC1 TRFRET art
O=C(COC(=O)c1ccc(Br)cc1)NCc1ccc(F)cc1
  1700	1785
O=C(CCCn1c(=S)[nH]c2ccsc2c1=O)Nc1ccc2c(c1)OCCO2
  1523	1624
C=CCn1cc(C(C)=O)c(=O)[nH]c1=O
  1653	1812
CN1CCN(C(=S)NC(=O)c2ccc(-c3ccccc3)cc2)CC1
  1618	1854
COc1cc(/C=N/NC(=O)CCn2cnc(-c3ccccc3)c2-c2ccccc2)ccc1O
  1683	1914
COC(=O)c1cc(C(=O)OC)cc(-n2c(C)cc(C(=O)CC#N)c2C)c1
  1622	1854
COc1ccc(CC2(CO)CCN(Cc3cccc(OC)c3OC)CC2)cc1
  1373	1504
Cc1ccc(N2C(=O)C(F)(F)C2c2ccccc2)cc1 (centres undefined)
  1684	1915
CCOC(=O)CN1C(=O)CN(c2ccc(C)c(C)c2)C1=O
  1587	1657
CC(C)Cn1c(N)c(C(=O)COC(=O)c2cc(F)cc(F)c2)c(=O)n(C)c1=O
  1386	1875
S=c1nc[nH]c2c1sc1nc(-c3ccccc3)c3c(c12)CCCC3
  1450	1619
